Screening results: PubChem, several laboratories
Spn MK inh – S. pneumoniae mevalonate kinase inhibition; inhibition, % at 10 µM; actives 0.48% (n = 65,000); purified MK, PK/LDH-coupled NADH absorbance 340 nm;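 active = ranked among the strongest by inhibition in the single 10 µM screen, a fixed top-ranked set picked for dose follow-up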; also: no value below 0 was filed
HPDE-C7 cytotoxicity – HPDE-C7 pancreatic duct cell viability loss – fluorescence, HTS (AID 430); actives 1.8% (n = 63,000); cytotoxicity, % at 10 µM; hits with a dose series show EC50 in µM; HPDE-C7 pancreatic duct cells viability, fluorescence; higher % means a stronger effect;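 also: cells exposed to compound for 48 hours before viability readout; 0% = vehicle and 100% = reference cytotoxic drug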
HT1080 viability – HT1080 cell viability loss – fluorescence readout (AID 620); HT1080 viability, fluorescence; higher % means a stronger effect; cytotoxicity, % at 10 µM, or EC50 in µM where a hit was titrated; actives 0.42% (n = 87,000);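 also: cells exposed to compound overnight then 4 h with Alamar Blue; 0% = vehicle DMSO and 100% = killing control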
HPDE-C7K KRASV12 – viability loss of HPDE-C7K cells – cell-based, fluorescence, HTS, primary screen (AID 431); HPDE-C7K KRASV12 cells, Alamar Blue viability, 48 h; higher % means a stronger effect; cytotoxicity, % at 10 µM, or EC50 in µM where a hit was titrated; actives 1.7% (n = 63,000);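 active = compounds whose percent cytotoxicity in the single-dose primary screen, scaled between solvent and toxic-drug controls, exceeds 50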;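 also: 0% = DMSO solvent wells and 100% = doxorubicin-treated wells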
DPM-DC inhibit – S. pneumoniae DPM-DC inhibition; actives 0.49% (n = 65,000); calls only at 10 µM; purified DPM-DC, PK/LDH coupled NADH fluorescence;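 active = the 320 compounds with the highest percent inhibition in the single-dose primary screen, excluding strongly autofluorescent ones, cut at about 32% in these data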;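 also: kinetic rate of NADH fluorescence loss reporting ADP formed by the decarboxylase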
PMK inhibit – blocks S. pneumoniae phosphomevalonate kinase | actives 0.49% (n = 65,000) | AID 539 | purified PMK, PK/LDH-coupled NADH absorbance 340 nm | inhibition, % at 10 µM;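 active = top-ranked compounds by inhibition in the single 10 µM screen, taking a fixed number of the strongest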;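 also: 0% = full reaction with DMSO carrier and 100% = background rate without enzyme reaction; no value below 0 was filed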
Alkaline phosphatase – inhibition of tissue-nonspecific alkaline phosphatase – biochemical, luminescent (AID 518). purified TNAP enzyme, luminescent substrate readout; higher % means a stronger effect. inhibition, % at 20 µM; hits with a dose series show IC50 in µM. actives 0.09% (n = 64,000); in the data active = a potency from the dose series; inactive = the rest, 99 in 100 with inhibition below about 22%;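 also: plate controls were vehicle for no effect and reference inhibitor for full effect; many of its hits are not listed in these tables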
LYP phosphatase – inhibition of human PTPN22 tyrosine phosphatase – biochemical, DiFMUP fluorescence, recombinant catalytic domain, 10 µM, primary screen (AID 606); recombinant LYP catalytic domain, DiFMUP fluorescence; higher % means a stronger effect; one-dose inhibition, % at 10 µM; IC50 in µM for titrated hits; 52,000 tested, under 10 active;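 active = IC50 under 40 µM in the dose-response test; inactive = IC50 of 40 µM or more, or never dose-tested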
Bfl-1 inhibitors – Bfl-1 inhibitors, primary screen, biochemical, fluorescence polarization, FITC-Bid, mouse (AID 432). actives 0.02% (n = 64,000). FITC-Bid BH3 peptide fluorescence polarization displacement; higher % means a stronger effect. one-dose displacement, % at 20 µM; IC50 in µM for titrated hits; in the data active = a potency from the dose series; inactive = the rest, 99 in 100 with displacement below about 15%; also: strong numbers were not always called active
PMK inhibit pilot replicates – second read-out of PMK inhibit, no call of its own (marks repeat the call); inhibition, %; measured here: pilot screen replicates
Spn MK inh pilot replicates – also measured in Spn MK inh; calls as there; inhibition, %; measured here: pilot screen replicates
DPM-DC inhibit pilot screen % – recorded beside DPM-DC inhibit, whose call it bears; inhibition, %; measured here: pilot screen trials
* = called active by the depositor; i = inactive; x = not tested or not shown. Rule as the data show it, unless noted: active = cytotoxicity above about 50%; inactive = the rest.

SMILES	Spn MK inh	HPDE-C7 cytotoxicity	HT1080 viability	HPDE-C7K KRASV12	DPM-DC inhibit	PMK inhibit	Alkaline phosphatase	LYP phosphatase	Bfl-1 inhibitors	others
CCOC(=O)c1c(C)[nH]sc1=S	0	-7%	-3%	-15%	i	9	13%	5%	-3%
COc1cccc(OC)c1OCCOCCn1cnc2ccccc2c1=O	4	-3%	3%	-6%	i	0	5%	-6%	-2%
O=C(CC(SCCO)c1ccc2c(c1)OCO2)c1cccs1 (stereo not given)	2	54%*	-10%	42%	i	22	24%	-2%	7%
COC(=O)C(C#N)C(=C1C(=O)CC(C)(C)CC1=O)c1ccc(O)cc1 (stereo not given)	8	-30%	4%	9%	i	10	11%	17%	-1%	PMK inhibit pilot replicates=2.5;Spn MK inh pilot replicates=0.0;DPM-DC inhibit pilot screen %=0.0
Cc1c(NS(=O)(=O)c2ccc(Br)s2)c(=O)n(-c2ccccc2)n1C	8	0%	3%	1%	i	11	10%	4%	-2%
Cc1cc(C)nc(SCC(=O)N2CCCCC2)n1	4	x	1%	x	i	10	8%	3%	1%
CN(C1CCS(=O)(=O)C1)S(=O)(=O)c1cccc2nsnc12 (stereo not given)	15	2%	-5%	-3%	i	0	10%	x	-5%	PMK inhibit pilot replicates=0.0;Spn MK inh pilot replicates=0.0;DPM-DC inhibit pilot screen %=1.5
Cc1c(NC(=O)CN2C(=O)C3C4C=CC(C4)C3C2=O)c(=O)n(-c2ccccc2)n1C (stereo not given)	8	-8%	-1%	-5%	i	13	-1%	-5%	5%
CCC(C)NC(=O)CS(=O)Cc1nc(-c2cccc(C)c2)oc1C (stereo not given)	6	-4%	4%	0%	i	2	1%	1%	-4%
O=C(NCCCc1ccccc1)C1CC(=O)N(c2ccc3c(c2)OCCO3)C1 (stereo not given)	0	-5%	-2%	-17%	i	10	7%	2%	0%
CCOC(=O)c1c(C)n(C)c2ccc(O)c(CN(C)C)c12	4	-1%	10%	0%	i	3	4%	9%	-6%
CC1CCN(C(=O)c2ccc(N(C)S(C)(=O)=O)cc2)CC1	5	3%	-5%	-3%	i	0	8%	8%	-3%
CCOC12NC(=O)CC(=O)N1C(c1ccccc1)=CS2 (stereo not given)	7	8%	3%	10%	i	12	12%	-1%	0%
O=C(Nc1ccccn1)C1(c2ccccc2)CCCC1	3	-4%	-12%	-15%	i	4	3%	-3%	-5%
Cc1ccccc1CN1C(=O)C2(OCCCO2)c2ccccc21	0	-4%	3%	2%	i	11	17%	5%	2%
Cc1cccc2cc3c(N)c(C(=O)N4CCOCC4)sc3nc12	15	68%*	59%*	69%*	i	9	9%	x	-5%
O=C(c1ccc2nc(N3CCOCC3)sc2c1)N1CCC2(CC1)OCCO2	0	-15%	6%	-7%	i	12	10%	x	-4%
CC(=O)N1CCN(CCN=CC2=C(O)CC(c3ccco3)CC2=O)CC1 (stereo not given)	8	-3%	3%	-6%	i	0	9%	3%	0%
CCn1c(COc2ccccc2C)nnc1SCC(=O)CC(=O)Nc1ccccc1OC	6	1%	-7%	13%	i	0	3%	x	-9%
COC(=O)CN(C)C1CC(=O)N(c2ccc(Cl)cc2)C1=O (stereo not given)	13	-1%	4%	-1%	i	11	-14%	12%	-3%

The final 2 records of the part above lead into the next.
SMILES	Spn MK inh	HPDE-C7 cytotoxicity	HT1080 viability	HPDE-C7K KRASV12	DPM-DC inhibit	PMK inhibit	Alkaline phosphatase	LYP phosphatase	Bfl-1 inhibitors	others
CCn1c(COc2ccccc2C)nnc1SCC(=O)CC(=O)Nc1ccccc1OC	6	1%	-7%	13%	i	0	3%	x	-9%
COC(=O)CN(C)C1CC(=O)N(c2ccc(Cl)cc2)C1=O (stereo not given)	13	-1%	4%	-1%	i	11	-14%	12%	-3%
CN(c1ccc(C(=O)NCCSC(C)(C)C)cc1)S(C)(=O)=O	9	0%	6%	1%	i	7	6%	13%	0%
CCOC(=O)c1cccc(NC(=O)CS(=O)(=O)Cc2nc(-c3cccc(OC)c3)oc2C)c1	2	-5%	-3%	1%	i	9	16%	6%	-6%	PMK inhibit pilot replicates=1.5;Spn MK inh pilot replicates=1.0;DPM-DC inhibit pilot screen %=3.5
CCC(C)NC(=O)CSc1nnc(-c2ccncc2)n1-c1ccc(OC)cc1 (stereo not given)	10	19%	17%	6%	i	2	2%	2%	0%
Cc1noc(C)c1COc1ccc(C(=O)OCc2nnc(-c3ccc(Cl)cc3)o2)cc1	0	-6%	2%	6%	i	5	6%	-13%	-6%
COc1ccc(CCNC(=O)CSc2nnnn2-c2ccccc2OC)cc1OC	4	8%	1%	6%	i	2	20%	-1%	-9%	PMK inhibit pilot replicates=2.5;Spn MK inh pilot replicates=1.5;DPM-DC inhibit pilot screen %=2.5
OCCN1CCN(CC(O)COc2ccc3c(c2)OCO3)CC1 (stereo not given)	2	6%	3%	6%	i	7	4%	x	-10%
CCCCc1c(C)c2ccc(OCC(C)=O)cc2oc1=O	0	0%	13%	-4%	x	4	7%	4%	-3%
Cc1cc(NC(=O)COC(=O)C(Nc2ccc(C(F)(F)F)cc2Cl)C(C)C)no1 (stereo not given)	8	55%*	1%	44%	i	6	13%	8%	-2%
Nc1c(Nc2ccccc2)c2ccccc2oc1=O	4	-4%	4%	0%	i	0	29%	-9%	-3%
O=C(NCCCn1ccnc1)c1cc2c(s1)CCCCC2	8	-21%	10%	2%	i	0	8%	0%	-3%
CN1C(=S)SC(/[N+]([O-])=C\c2cccs2)C1(C)C (stereo not given)	6	-13%	8%	-11%	i	2	10%	9%	-9%
Cc1cc(=O)oc2cc(OCC(O)CN3CCN(c4ccccc4)CC3)ccc12 (stereo not given)	0	x	4%	x	i	5	x	-5%	x
Fc1cccc(-c2cc3nc4c(c(N5CCC6(CC5)OCCO6)n3n2)CCCC4)c1	4	-10%	-7%	-12%	i	9	6%	7%	5%
CCOC(=O)N1CCN(S(=O)(=O)c2ccc3c(c2)CCN3C(=O)C2CCC2)CC1	4	-16%	2%	-9%	i	8	7%	-2%	-6%
COc1ccc(-c2nnn(CC(=O)N(CCO)C(C(=O)NC3CCCC3)c3ccc(F)cc3)n2)cc1 (stereo not given)	9	-4%	6%	-3%	i	6	10%	8%	-10%
COC(=O)c1ccccc1NC(=O)c1nc2nc(C)cc(C)n2n1	10	9%	4%	2%	i	3	6%	7%	-7%
COc1ccc(NC(=O)c2[nH]c(C)c(C(C)=O)c2C)cc1Cl	10	-16%	-2%	-8%	i	0	9%	4%	-3%
COCCN(CC(=O)NCc1ccccc1)C(=O)CCC(=O)Nc1ccccn1	8	1%	2%	5%	i	15	14%	27%	-4%	PMK inhibit pilot replicates=6.5;Spn MK inh pilot replicates=2.0;DPM-DC inhibit pilot screen %=4.5
O=C(CCN1C(=O)c2ccccc2C1=O)N1CCN(C(=O)c2ccccc2)CC1	12	8%	2%	14%	i	0	14%	3%	0%	PMK inhibit pilot replicates=5.0;Spn MK inh pilot replicates=1.0;DPM-DC inhibit pilot screen %=0.0
CCn1c(SCC(=O)N(C(C)C)C(C)C)nnc1-c1cc2ccccc2cc1O	0	-2%	-4%	5%	i	14	9%	2%	-4%
COc1ccc(-n2c(=S)[nH]c3cc(C(=O)NCc4ccco4)ccc3c2=O)cc1OC	6	-14%	16%	-17%	i	11	12%	16%	1%
CC(C)Oc1ccc(N2CC(C(=O)Nc3ccccc3F)CC2=O)cc1 (stereo not given)	9	7%	12%	-5%	i	10	8%	7%	-1%	PMK inhibit pilot replicates=0.0;Spn MK inh pilot replicates=0.0;DPM-DC inhibit pilot screen %=0.5
CCN(CC)C(=O)C1CC(=O)N(c2ccc(F)c(Cl)c2)C1 (stereo not given)	0	-6%	12%	-4%	i	8	8%	x	-2%
CS(=O)(=O)Nc1ccc(C(=O)NCCc2ccccc2)cc1	4	-5%	-6%	3%	i	9	6%	5%	4%	PMK inhibit pilot replicates=1.5;Spn MK inh pilot replicates=0.5;DPM-DC inhibit pilot screen %=1.0
CCOc1ccccc1NC(=O)CN1C(=O)COc2ccc(Cl)cc21	0	-8%	-4%	-6%	i	0	12%	-3%	2%
O=C(O)c1cccc(Cn2cc(Br)cn2)c1	9	-12%	7%	-4%	i	11	3%	x	-3%
COc1ccc(-c2nc(CN3CCC(C(=O)NC4CCCc5ccccc54)CC3)c(C)o2)cc1OC (stereo not given)	5	-19%	-3%	6%	i	11	-3%	-17%	-1%
CCC1CCCCN1S(=O)(=O)c1ccc(NC(=O)CSc2ncccc2C(=O)O)cc1 (stereo not given)	5	-15%	-2%	-2%	i	11	10%	2%	12%
O=C1OCCC1Sc1nc2ccccc2n1Cc1ccccc1 (stereo not given)	5	3%	-5%	-9%	i	3	5%	x	-3%

Compounds from the list above containing four or more nitrogen atoms (nine):
SMILES	Spn MK inh	HPDE-C7 cytotoxicity	HT1080 viability	HPDE-C7K KRASV12	DPM-DC inhibit	PMK inhibit	Alkaline phosphatase	LYP phosphatase	Bfl-1 inhibitors	others
Cc1c(NC(=O)CN2C(=O)C3C4C=CC(C4)C3C2=O)c(=O)n(-c2ccccc2)n1C (stereo not given)	8	-8%	-1%	-5%	i	13	-1%	-5%	5%
CCn1c(COc2ccccc2C)nnc1SCC(=O)CC(=O)Nc1ccccc1OC	6	1%	-7%	13%	i	0	3%	x	-9%
CCC(C)NC(=O)CSc1nnc(-c2ccncc2)n1-c1ccc(OC)cc1 (stereo not given)	10	19%	17%	6%	i	2	2%	2%	0%
COc1ccc(CCNC(=O)CSc2nnnn2-c2ccccc2OC)cc1OC	4	8%	1%	6%	i	2	20%	-1%	-9%	PMK inhibit pilot replicates=2.5;Spn MK inh pilot replicates=1.5;DPM-DC inhibit pilot screen %=2.5
Fc1cccc(-c2cc3nc4c(c(N5CCC6(CC5)OCCO6)n3n2)CCCC4)c1	4	-10%	-7%	-12%	i	9	6%	7%	5%
COc1ccc(-c2nnn(CC(=O)N(CCO)C(C(=O)NC3CCCC3)c3ccc(F)cc3)n2)cc1 (stereo not given)	9	-4%	6%	-3%	i	6	10%	8%	-10%
COC(=O)c1ccccc1NC(=O)c1nc2nc(C)cc(C)n2n1	10	9%	4%	2%	i	3	6%	7%	-7%
COCCN(CC(=O)NCc1ccccc1)C(=O)CCC(=O)Nc1ccccn1	8	1%	2%	5%	i	15	14%	27%	-4%	PMK inhibit pilot replicates=6.5;Spn MK inh pilot replicates=2.0;DPM-DC inhibit pilot screen %=4.5
CCn1c(SCC(=O)N(C(C)C)C(C)C)nnc1-c1cc2ccccc2cc1O	0	-2%	-4%	5%	i	14	9%	2%	-4%
